PNC assembly inh: inhibitors of perinucleolar compartment assembly | activity change (PNC), negative = inhibition, % at 10 µM | 140,000 compounds, 3.1% hits | PC3M PTB-GFP, PNC prevalence imaging, 16 h; stronger effect = lower value | AID 2417;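 active means readout at or below -70, meaning at least 70% loss of cells showing the perinucleolar compartment, a nuclear body marking cancer cells; inconclusive means readout between -30 and a set limit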;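 further: plate controls were DMSO wells for no effect and camptothecin positive control wells for full effect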
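PC3M cells stably expressing PTB-GFP, 750–1000 cells/well, treated 16 h at 37 °C with compound (23 nl of library stock), in duplicate. After paraformaldehyde fixation and Hoechst stain, imaged at 20x; PNC prevalence scored by image analysis.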
12-hLO inh: blocks human 12-lipoxygenase activity; P18054; 150,000 compounds, 0.12% hits; AID 1452; purified 12-hLO, xylenol orange hydroperoxide absorbance; Potency, µM (highest dose often 57.1 µM), for the others: at the highest dose activity change, negative = inhibition, usual class: inhibitors; further: potency means the concentration at half of the fitted maximal effect; nearly all actives have a fitted effect of over 55% in size; many of its hits are not listed in these tables
Target sequence (P18054 whole entry, looked up): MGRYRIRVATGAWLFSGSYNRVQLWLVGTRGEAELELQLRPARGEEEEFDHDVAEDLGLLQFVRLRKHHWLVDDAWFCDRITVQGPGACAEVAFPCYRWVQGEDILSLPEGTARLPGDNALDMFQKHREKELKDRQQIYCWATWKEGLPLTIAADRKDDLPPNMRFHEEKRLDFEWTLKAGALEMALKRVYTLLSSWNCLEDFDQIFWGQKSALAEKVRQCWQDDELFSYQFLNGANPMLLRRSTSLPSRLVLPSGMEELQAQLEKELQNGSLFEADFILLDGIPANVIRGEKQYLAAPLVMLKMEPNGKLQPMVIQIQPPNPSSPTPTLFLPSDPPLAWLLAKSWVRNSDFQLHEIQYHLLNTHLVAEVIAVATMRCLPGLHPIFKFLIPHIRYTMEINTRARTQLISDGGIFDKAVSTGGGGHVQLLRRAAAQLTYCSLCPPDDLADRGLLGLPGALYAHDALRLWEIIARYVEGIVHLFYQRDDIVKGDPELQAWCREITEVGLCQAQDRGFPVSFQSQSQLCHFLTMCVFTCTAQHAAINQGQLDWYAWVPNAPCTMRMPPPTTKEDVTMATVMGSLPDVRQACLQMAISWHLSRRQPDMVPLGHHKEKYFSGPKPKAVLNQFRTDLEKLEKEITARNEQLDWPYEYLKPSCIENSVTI
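Hydroperoxide output read as Fe(III)-xylenol orange absorbance, 573-to-405 nm ratio, after 30 min reaction with 40 uM arachidonic acid. Enzyme: 150 nM purified human 12hLO, 15 min compound preincubation; 25 mM Hepes pH 7.0, room temperature.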
ALOX15B inhib: blocks human 15-lipoxygenase 2 activity; Potency, µM (series often up to 57.1 µM), for inactives: at the top dose activity change, negative = inhibition, most hits filed as inhibitors; 110,000 compounds, 0.56% hits; purified 15hLO-2, xylenol orange hydroperoxide absorbance; O15296; further: potency means the concentration at half of the fitted maximal effect; nearly all actives have a fitted effect of over 60% in size; many of its hits are not listed in these tables
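Screening format was qHTS against 50 nM purified 15hLO-2 in Hepes pH 7.5 with detergent. Activity follows hydroperoxide formation from 45 uM arachidonic acid, measured as 573:405 nm absorbance ratio of the ferric-xylenol orange complex.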
IMPase cell inh: IMPase inhibition in cells. P97697. CHO-M1 cells, IP1 accumulation, HTRF TR-FRET ratio. inhibition (IP1 accumulation), % at 46.1 µM. 120,000 tested, under 10 active. AID 901; active means well fitted curve in the direction sought with a large enough effect in the signal ratio, not every such curve was filed as active; inconclusive means small, poorly fitted or top-dose-only effect, or a change in a side signal; inactive means no such curve, though single readings can be large or run the other way; the % refers to the signal ratio;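 further: cells stimulated with carbachol in lithium chloride buffer; plate controls were DMSO basal wells for no effect and reference inhibitor wells for full effect; higher means more IMPase inhibition seen as more IP1 and lower FRET ratio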
Target sequence (P97697 whole entry, looked up): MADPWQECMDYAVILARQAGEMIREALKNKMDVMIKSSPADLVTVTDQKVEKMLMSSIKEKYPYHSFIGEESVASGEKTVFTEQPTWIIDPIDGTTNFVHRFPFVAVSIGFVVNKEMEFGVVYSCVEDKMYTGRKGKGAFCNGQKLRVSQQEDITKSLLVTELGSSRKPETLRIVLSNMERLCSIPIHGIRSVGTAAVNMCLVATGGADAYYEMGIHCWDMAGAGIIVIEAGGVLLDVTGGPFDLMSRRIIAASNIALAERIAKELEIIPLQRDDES
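CHO-M1, 2000 cells/well, cultured 16–30 h; cpd up to 46 uM; carbachol (50 uM solution, stimulation buffer w/ 50 mM LiCl, pH 7.4), 30 min 37C; IP-One TR-FRET, 10 min RT; Ex 320/Em 665, 620; Hill-fit AC50.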
* hit, by the source's call; ? = inconclusive; · = not tested or not shown; [ ] = remark or other dose. Unless noted, the call rests on the fitted dose curve; in most records, active means well fitted curve in the direction sought with a large enough effect; inconclusive means small, poorly fitted or top-dose-only effect, or another doubt; inactive means no such curve, though single readings can be large; an effect the other way counts as inactive or inconclusive. Unless noted, on the % scale 0 is the no-effect control and ±100 the full control effect. The list is partial; rates above refer to the full screens.

The first twelve records (preview)
1: CC(C)C(C(=O)Nc1cccnc1)N1C(=O)c2ccccc2C1=O (stereo not drawn)
2: COc1cc(C)nc(NS(=O)(=O)c2ccccc2)n1
3: COCCCNC(=O)C1CCCN(C(=O)Nc2ccc(OC)cc2)C1 (stereo not drawn)
4: C=CCSc1nnc(Cc2c(C)[nH]c3ccccc23)o1
5: Cc1csc(=Nc2ccc(S(=O)(=O)N3CCOCC3)cc2)n1Cc1ccco1
6: COc1ccc(CSc2nncn2N)cc1[N+](=O)[O-]
7: CCOC(=O)c1cnc(-n2nc(C)cc2C)nc1Nc1ccc(N(C)C)cc1
8: CCOc1ccc(S(=O)(=O)n2ccnc2)c2ccccc12
9: Cc1cccc(NC(=O)CN(C)S(=O)(=O)c2ccc(Cl)cc2)n1
10: C=CCNC(=S)NNC(=O)c1ccc(OCC)cc1

compound no.	1	2	3	4	5	6	7	8	9	10
PNC assembly inh	?	-7	?	-23	17	-89*	216	14	-12	17
12-hLO inh	5%	-4%	5%	3%	-2%	0%	7%	-3%	-6%	-4%
ALOX15B inhib	1%	1%	5%	·	-10%	·	·	-1%	-5%	-15%
IMPase cell inh	4	-16	-1	-11	15	·	-2	1	7	-6

11: CC(C)(Nc1ccccc1)C(=O)c1ccccc1
12: CCN(CC)S(=O)(=O)c1csc(C(=O)NC2CCCCC2)c1

compound no.	11	12
PNC assembly inh	115	18
12-hLO inh	0%	-2%
ALOX15B inhib	·	-6%
IMPase cell inh	·	4

All compounds of this part, previewed entries included:
1: CC(C)C(C(=O)Nc1cccnc1)N1C(=O)c2ccccc2C1=O (stereo not drawn)
2: COc1cc(C)nc(NS(=O)(=O)c2ccccc2)n1
3: COCCCNC(=O)C1CCCN(C(=O)Nc2ccc(OC)cc2)C1 (stereo not drawn)
4: C=CCSc1nnc(Cc2c(C)[nH]c3ccccc23)o1
5: Cc1csc(=Nc2ccc(S(=O)(=O)N3CCOCC3)cc2)n1Cc1ccco1
6: COc1ccc(CSc2nncn2N)cc1[N+](=O)[O-]
7: CCOC(=O)c1cnc(-n2nc(C)cc2C)nc1Nc1ccc(N(C)C)cc1
8: CCOc1ccc(S(=O)(=O)n2ccnc2)c2ccccc12

compound no.	1	2	3	4	5	6	7	8
PNC assembly inh	?	-7	?	-23	17	-89*	216	14
12-hLO inh	5%	-4%	5%	3%	-2%	0%	7%	-3%
ALOX15B inhib	1%	1%	5%	·	-10%	·	·	-1%
IMPase cell inh	4	-16	-1	-11	15	·	-2	1

9: Cc1cccc(NC(=O)CN(C)S(=O)(=O)c2ccc(Cl)cc2)n1
10: C=CCNC(=S)NNC(=O)c1ccc(OCC)cc1
11: CC(C)(Nc1ccccc1)C(=O)c1ccccc1
12: CCN(CC)S(=O)(=O)c1csc(C(=O)NC2CCCCC2)c1
13: O=C(NCc1ccco1)C1CCN(Cc2ccc(F)cc2)CC1
14: CCCOc1ccc(C2C(C#N)=C(N)Oc3nc[nH]c(=O)c32)cc1OC (stereo not drawn)
15: Cc1ccnc2c(N3C(=O)C4C5c6ccccc6C(c6ccccc65)C4C3=O)cccc12 (stereo not drawn)
16: CCOC(=O)c1ccc(NC(=O)NC2CCN(CC(=O)NCc3ccc4c(c3)OCO4)CC2)cc1

compound no.	9	10	11	12	13	14	15	16
PNC assembly inh	-12	17	115	18	?	3	14	-27
12-hLO inh	-6%	-4%	0%	-2%	1%	1%	-12%	-4%
ALOX15B inhib	-5%	-15%	·	-6%	-2%	-2%	29%	16%
IMPase cell inh	7	-6	·	4	4	0	-8	1

17: CN(C)c1ccc(NC(N)=S)cc1
18: O=C(c1cc2ccccc2oc1=O)N(c1ccccc1)C1C=CS(=O)(=O)C1 (stereo not drawn)
19: CCCCCCCC(O)CC(CC1CCCCC1)C(=O)NN (stereo not drawn)
20: C(=N\Nc1nc2ccccc2s1)/c1ccc2c(c1)OCO2
21: CCNS(=O)(=O)c1ccc(NC(=O)c2cncc(Br)c2)cc1
22: Cc1ccc(C)c(OC(=O)c2ccncc2)c1
23: CCC(Oc1ccccc1)C(=O)NCc1cccnc1 (stereo not drawn)
24: Cc1cccc(C2(c3cccc(C)c3)OC(=O)c3ccccc32)c1

compound no.	17	18	19	20	21	22	23	24
PNC assembly inh	?	-24	?	?	7	7	-2	?
12-hLO inh	-7%	-2%	-1%	-5%	-2%	1%	3%	-9%
ALOX15B inhib	·	·	·	·	·	·	5%	8%
IMPase cell inh	·	8	·	-3	·	6	-2	-4

25: O=C(O)CC(NC(=S)NCc1ccccc1)C(=O)O (stereo not drawn)
26: Cc1cccc(N(C(=O)c2cnc3n(c2=O)CCS3)C2CCCCC2)c1
27: CC(C)c1ccc(NC(=O)C(c2ccccc2)N2CC(=O)Nc3ccccc32)cc1 (stereo not drawn)
28: O=C(Nc1ccc2c(c1)OCO2)N1CCN(c2cccc(C(F)(F)F)c2)CC1
29: COc1ccccc1C1C=C(c2ccc(Cl)cc2)Nc2nc(NS(C)(=O)=O)nn21 (stereo not drawn)
30: COc1ccc(CCNC2CC(=O)N(CCc3ccccc3)C2=O)cc1OC (stereo not drawn)
31: Cc1cccc(OCC(=O)Nc2cccc(C(=O)Nc3ccccc3C(=O)O)c2)c1
32: CCCCN1C(=O)N(C)C2C1N(C)C(=O)N2CCCC (stereo not drawn)

compound no.	25	26	27	28	29	30	31	32
PNC assembly inh	21	1	-2	-29	11	2	-29	-100*
12-hLO inh	-2%	3%	-7%	-20%	1%	1%	1%	-1%
ALOX15B inhib	-6%	·	·	4%	-18%	4%	·	·
IMPase cell inh	-5	-11	·	16	-13	-2	·	-9

33: CCCCOc1[nH]c2nc(-c3ccco3)n(Cc3ccco3)c(=N)c2c1C#N
34: C[C@@H](NC(=O)c1coc(=O)c(Br)c1)c1ccccc1
35: CCOC(=O)N1CCN(c2cccc(C)c2C)CC1
36: CC1=CC(=O)N(c2cccc(C(F)(F)F)c2)C1c1ccc(Cl)cc1 (stereo not drawn)
37: Brc1ccc(Sc2cnc3ccccc3n2)cc1
38: CC(O)c1nc2ccccc2n1C1CCCCC1 (stereo not drawn)
39: CCOC(=O)Cc1csc(NC(=O)CSc2nnnn2-c2ccc(CC)cc2)n1
40: CCOc1ccc2nc(N/C(N)=N/C(=S)Nc3cccc(C)c3)nc(C)c2c1

compound no.	33	34	35	36	37	38	39	40
PNC assembly inh	-18	-26	?	15	-10	29	-14	-19
12-hLO inh	-13%	-4%	0%	-3%	-3%	-3%	-2%	-3%
ALOX15B inhib	-12%	·	·	-3%	7%	1%[11.4 µM]	5%	?
IMPase cell inh	9	-3	·	9	?	3[1.84 µM]	-4	6

41: Cc1c(CN(C)C(=O)c2ccc(Br)o2)cnn1C
42: O=C(CSCc1nc2ccccc2[nH]1)Nc1ccccc1
43: C(#CCN1CCOCC1)COCCCOC(c1ccccc1)c1ccccc1
44: CC(C)C(=O)Nc1cccc(NC(=O)CCN2C(=O)c3ccccc3S2(=O)=O)c1
45: O=C(c1ccc2c(c1)OCCO2)N1CCN(Cc2ccccc2)CC1
46: CC(C)Cn1c(=O)c2ccccc2n2c(SCC(=O)N3c4ccccc4CC3C)nnc12 (stereo not drawn)
47: CCN1C(=O)CC(N2CCN(c3ccc(Cl)cc3)CC2)C1=O (stereo not drawn)
48: CC1=C(CC[C@H](C)CO)O[C@@H]2C[C@@H]3[C@H]4CC[C@H]5C[C@@H](O)CC[C@]5(C)[C@@H]4CC(=O)[C@@]3(C)[C@@H]12

compound no.	41	42	43	44	45	46	47	48
PNC assembly inh	-6	25	8	-5	65	-9	24	·
12-hLO inh	-2%	-3%	-1%	-2%	7%	-1%	0%	3%[11.4 µM]
ALOX15B inhib	·	11%	5%	7%	15%	·	3%	-7%[11.4 µM]
IMPase cell inh	-3	4	8	?	6	·	-1	·

49: O=C1CC(Sc2nnnn2-c2ccccc2)C(=O)N1c1cccc(Cl)c1 (stereo not drawn)
50: CC(=O)N(C)c1ccc(NC(=S)Nc2ccccc2)cc1
51: O=C(NCc1ccccc1)C1COc2ccccc2O1 (stereo not drawn)
52: CC(OC(=O)c1cc2sccc2n1C)C(=O)NCc1ccc(F)cc1 (stereo not drawn)
53: CCOCC(=O)Nc1nnc(Cc2ccc(OC)cc2)s1
54: COc1ccc2nc(Nc3nc(CSc4nnnn4-c4ccccc4)cc(=O)[nH]3)nc(C)c2c1
55: Cc1cc2c(cc1C)/C(=C\C(N)=O)NC(C)(C)C2
56: CCCCOc1ccc(N=Cc2cccs2)cc1

compound no.	49	50	51	52	53	54	55	56
PNC assembly inh	39	22	?	27	-20	21	-25	-14
12-hLO inh	-5%	-1%	-7%	-1%	-2%	1%	-4%	0%
ALOX15B inhib	-27%[11.4 µM]	-4%	·	-6%	·	-10%	-5%	·
IMPase cell inh	-2[1.84 µM]	0	-3	3	12	-5	13	·

57: COc1ccc(NC(=O)CSc2nc(N)c3cc4c(nc3n2)CCCC4)c(OC)c1
58: CCN1CCN(c2oc(COc3ccc(-c4ccccc4)cc3)nc2C#N)CC1
59: CCOC(=O)C(Cc1c[nH]c2ccccc12)NC(=O)c1ccco1 (stereo not drawn)
60: COc1ccc(C(=O)N/N=C(\c2ccccc2)c2ccccn2)cc1
61: COC(=O)C1=C(C)N(C)C(=O)NC1c1cc(Cl)c(O)c(OC)c1 (stereo not drawn)
62: CCOC(=O)c1oc2c(O)c(O)ccc2c(=O)c1-c1nncn1-c1ccccc1
63: CCCc1cc(=O)oc2cc(OCC(=O)Nc3ccc4c(c3)OCCO4)ccc12
64: CCCCC(CC)C(=O)Nc1ccc(Cl)cn1 (stereo not drawn)

compound no.	57	58	59	60	61	62	63	64
PNC assembly inh	-26	28	15	6	?	49	?	59
12-hLO inh	-1%	5%	-5%	0%	2%	-14%	10%	-6%
ALOX15B inhib	1%	28%	-8%	·	-7%	4%	-9%	8%
IMPase cell inh	1	16	?	·	-7	24	-9	?

65: O=C(Nc1ccccn1)c1cccc(S(=O)(=O)N2CCOCC2)c1
66: O=C(c1cccnc1)c1cccnc1
67: COCN(C#N)c1nc(OC)nc(OC)n1
68: C[C@H](OP(=O)(O)O)[C@H](N)C(=O)O
69: O=C(CN(C(=O)CCC(=O)Nc1nccs1)c1ccc(F)cc1)NCC1CCCO1 (stereo not drawn)
70: Cc1cc(N2CCN(C(=O)c3ccco3)CC2)n2ncc(-c3ccccc3)c2n1
71: Cc1ccc(NC(=O)Cn2cccc2)cc1Cl
72: Cc1ccc(C)c(NS(=O)(=O)c2cc(C(N)=O)ccc2C)c1

compound no.	65	66	67	68	69	70	71	72
PNC assembly inh	-16	-124*	20	·	27	11	17	-81*
12-hLO inh	1%	-3%	2%	2%[11.4 µM]	-5%	-3%	1%	-6%
ALOX15B inhib	1%	·	1%	-2%[11.4 µM]	-3%	13%	-28%	-2%
IMPase cell inh	-4	·	-3	·	0	-12	-2	-2

Assay outcomes from PubChem.
